# MT1-MMP act inh – blockers of MT1-MMP proenzyme processing, primary screen, HT1080 RFP-PRO-GFP cells, GFP/RFP fluorescence; Matrix metalloproteinase-14 (Homo sapiens), P50281; GFP/RFP ratio fluorescence, overnight; percent of plate control window, DMSO zero; GFP/RFP ratio change, % at 20 µM; 360,000 compounds, 0.061% hits; AID 651647, 2012;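 active = GFP/RFP ratio change of at least 30% with cell ATP level not reduced by more than half and red fluorescence within 50% of control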; note: strong numbers were not always called active
#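 Assay system: RFP-PRO-GFP reporter HT1080 cells; read-out basis: GFP/RFP fluorescence ratio; benchmarks: DMSO wells and RFP-L50D-GFP cells; doses: 20 µM single dose, 1% DMSO; schedule: overnight cell settling, then overnight compound exposure, 37 °C, 5% CO2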
# Neddylation inh – inhibitors of cullin neddylation, primary screen, biochemical, TR-FRET, uHTS, NAE and Ubc12 | 360,000 compounds, 0.58% hits | AID 651699, 2012 | calls only at 25 µM; in the data active = inhibition above about 36%
# FAS TE block – FAS thioesterase domain inhibitors, primary screen, biochemical, fluorescence intensity, uHTS; 360,000 compounds, 0.67% hits; recombinant FAS-TE, OMFH fluorogenic substrate, fluorescence endpoint; Fatty acid synthase (Homo sapiens), P49327; inhibition, % at 15 µM;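 active = compounds whose normalised, plate-corrected inhibition of enzyme fluorescence in the single-dose primary screen is 50% or more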;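 note: 0% = DMSO with enzyme and 100% = substrate without enzyme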
# Rin1 Abl inh – inhibitors of Rin1-Abl protein binding, primary screen, biochemical, TR-FRET; AID 588664, 2011; inhibition, % at 7.35 µM; 360,000 compounds, 0.4% hits; in the data active = inhibition above about 5%, passing the limit was not always enough
# Target sequence (P00519 whole entry, looked up): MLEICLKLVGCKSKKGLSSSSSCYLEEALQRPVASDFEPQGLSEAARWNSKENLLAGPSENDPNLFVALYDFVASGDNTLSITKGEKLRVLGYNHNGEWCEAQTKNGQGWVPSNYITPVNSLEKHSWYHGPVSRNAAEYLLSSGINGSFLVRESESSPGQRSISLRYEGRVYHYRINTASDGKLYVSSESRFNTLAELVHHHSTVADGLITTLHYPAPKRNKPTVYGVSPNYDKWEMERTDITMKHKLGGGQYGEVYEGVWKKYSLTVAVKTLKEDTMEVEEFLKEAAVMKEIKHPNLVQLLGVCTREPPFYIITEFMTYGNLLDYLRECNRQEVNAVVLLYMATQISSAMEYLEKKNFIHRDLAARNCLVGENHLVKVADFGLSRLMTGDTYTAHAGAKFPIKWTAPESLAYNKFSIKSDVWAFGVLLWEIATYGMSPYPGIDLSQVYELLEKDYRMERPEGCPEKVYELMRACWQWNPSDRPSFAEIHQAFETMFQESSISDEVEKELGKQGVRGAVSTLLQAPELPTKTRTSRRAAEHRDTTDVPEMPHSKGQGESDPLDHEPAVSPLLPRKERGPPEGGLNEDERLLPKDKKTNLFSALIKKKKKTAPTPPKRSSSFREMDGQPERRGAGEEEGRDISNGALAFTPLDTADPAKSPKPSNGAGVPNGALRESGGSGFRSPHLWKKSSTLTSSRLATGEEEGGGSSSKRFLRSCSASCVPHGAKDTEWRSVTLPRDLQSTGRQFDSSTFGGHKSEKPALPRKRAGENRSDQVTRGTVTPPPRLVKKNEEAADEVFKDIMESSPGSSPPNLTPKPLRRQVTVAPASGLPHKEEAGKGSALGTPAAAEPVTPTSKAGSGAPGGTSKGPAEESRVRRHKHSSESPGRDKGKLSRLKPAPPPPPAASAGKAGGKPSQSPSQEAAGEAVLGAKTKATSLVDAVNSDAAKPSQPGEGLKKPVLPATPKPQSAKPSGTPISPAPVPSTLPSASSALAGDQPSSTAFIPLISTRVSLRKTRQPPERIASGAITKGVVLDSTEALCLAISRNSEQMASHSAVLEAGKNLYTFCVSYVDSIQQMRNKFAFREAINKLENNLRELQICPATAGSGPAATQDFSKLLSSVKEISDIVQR
# Target sequence (Q13671 whole entry, looked up): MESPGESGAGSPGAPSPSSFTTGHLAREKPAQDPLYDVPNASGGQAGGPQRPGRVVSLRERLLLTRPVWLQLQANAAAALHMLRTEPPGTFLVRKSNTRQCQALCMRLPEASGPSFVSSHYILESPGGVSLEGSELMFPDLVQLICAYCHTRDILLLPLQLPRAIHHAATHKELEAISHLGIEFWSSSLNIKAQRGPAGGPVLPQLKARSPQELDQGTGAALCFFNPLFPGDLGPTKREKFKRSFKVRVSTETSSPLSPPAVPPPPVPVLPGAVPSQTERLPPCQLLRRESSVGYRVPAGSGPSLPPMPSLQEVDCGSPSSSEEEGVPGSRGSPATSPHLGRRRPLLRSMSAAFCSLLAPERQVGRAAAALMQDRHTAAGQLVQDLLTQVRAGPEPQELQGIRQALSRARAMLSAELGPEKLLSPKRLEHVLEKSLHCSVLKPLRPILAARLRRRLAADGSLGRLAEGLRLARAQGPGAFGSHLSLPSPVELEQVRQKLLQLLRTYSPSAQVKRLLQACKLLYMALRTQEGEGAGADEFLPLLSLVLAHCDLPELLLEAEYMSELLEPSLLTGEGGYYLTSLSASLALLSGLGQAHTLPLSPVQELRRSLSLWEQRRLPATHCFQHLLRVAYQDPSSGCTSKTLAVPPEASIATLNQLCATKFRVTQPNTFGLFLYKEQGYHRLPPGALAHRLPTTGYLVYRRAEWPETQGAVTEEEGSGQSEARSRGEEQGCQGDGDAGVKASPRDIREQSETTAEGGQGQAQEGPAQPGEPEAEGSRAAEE
# MsrA act – bovine MsrA enzyme activators, primary screen, biochemical, absorbance, HTS; Methionine sulfoxide reductase A (Bos taurus); purified bovine MsrA, absorbance read-out; activation, % at 10.6 µM; 360,000 compounds, 0.3% hits; AID 602163, 2012; in the data active = activation above about 7.5%;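 note: 0% = vehicle and 100% = reference activator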
# MLLE-PAM2 inh – inhibitors of PABP1 MLLE–PAM2 peptide binding, primary screen, biochemical, fluorescence polarization, FITC-PAM2, GST-MLLE; Polyadenylate-binding protein 1 (Homo sapiens), P11940; inhibition, % at 20 µM; 360,000 compounds, 0.36% hits; AID 588489, 2011; in the data active = inhibition above about 35%, passing the limit was not always enough;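 note: plate controls were DMSO wells with GST-MLLE for no effect and wells lacking GST-MLLE protein for full effect; some results filed as inactive read as strong as hits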
# SKN-1 inh – suppressors of acrylamide-induced Pgst-4::GFP reporter in worms, primary screen, SKN-1 inhibitor project, whole organism, uHTS, GFP/RFP fluorescence ratio, strain VP596; C. elegans VP596 Pgst-4::GFP/RFP ratio, 24 h; inhibition, % at 21.8 µM; 360,000 compounds, 0.49% hits;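 active = interference check ratio from 0.5 to 1.5 plus GFP to RFP signal ratio inhibition reaching or exceeding a fixed threshold, cut at about 30% in these data, passing the limit was not always enough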; note: some compounds called inactive have numbers as strong as hits
# CendR NRP1 mod – modulators of CendR peptide binding to NRP-1, primary screen, biochemical, fluorescence polarization, uHTS | inhibition, % at 25 µM | 360,000 compounds, 0.85% hits | AID 602438, 2012 | FAM-RPARPAR peptide binding to NRP-1;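 active = inhibition or corrected inhibition above about 18%, plus a signal ratio from 0.5 to 1.5, limit read from the data, passing the limit was not always enough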; note: strong numbers were not always called active
# eLon inh – inhibitors of E. coli Lon protease, primary screen, biochemical, fluorescence polarization. inhibition, % at 7.94 µM. P0A9M0. purified E. coli Lon protease. 360,000 compounds, 0.42% hits; in the data active = inhibition above about 13%, passing the limit was not always enough;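 note: 0% = enzyme with probe and DMSO and 100% = no enzyme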
# * hit, by the source's call; i = inactive; + = active, no number.
[1] COC(=O)C[C@H]1C[C@@H]2c3cc(NS(=O)(=O)c4cccc(OC)c4)ccc3O[C@@H]2[C@@H](CO)O1
[2] NC(=O)c1cc(Sc2ccccc2)nc2ccccc12
[3] CC(=O)c1ccccc1NC(=O)CC1(CC(=O)O)CCCCC1
[4] Cn1c(Oc2cccnc2CN2CCCC2)nc2cc(-c3cccc(C(F)(F)F)c3)sc2c1=O
[5] O=C(Nc1ccccc1)N1CCN(CCc2ccccc2)CC1
[6] CCC(=O)Nc1cccc(NC(=S)NC(=O)c2cccc(C)c2)c1
[7] CCc1ccc(Nc2nc3ccccc3c(=O)s2)cc1
[8] Cc1ccc2nc(-c3cccc(S(=O)(=O)N4CCCC4)c3)cn2c1

assay / entry,1,2,3,4,5,6,7,8
MT1-MMP act inh,4,-6,3,0,2,1,6,-1
Neddylation inh,i,i,i,i,i,i,i,i
FAS TE block,-5,-1,-5,0,-3,-2,-6,7
Rin1 Abl inh,-1,1,0,3,-1,2,-1,-1
MsrA act,-1,-11,-5,-2,-1,-4,-4,-2
MLLE-PAM2 inh,6,3,2,-25,-16,10,-11,-6
SKN-1 inh,-5,17,-8,14,2,10,-6,14
CendR NRP1 mod,3,7,7,-9,-6,-1,-16,14
eLon inh,2,-5,1,8,6,-4,-9,-4

# Seven compounds already listed, sorted by length of the SMILES, ascending.
[7] CCc1ccc(Nc2nc3ccccc3c(=O)s2)cc1
[5] O=C(Nc1ccccc1)N1CCN(CCc2ccccc2)CC1
[3] CC(=O)c1ccccc1NC(=O)CC1(CC(=O)O)CCCCC1
[6] CCC(=O)Nc1cccc(NC(=S)NC(=O)c2cccc(C)c2)c1
[8] Cc1ccc2nc(-c3cccc(S(=O)(=O)N4CCCC4)c3)cn2c1
[4] Cn1c(Oc2cccnc2CN2CCCC2)nc2cc(-c3cccc(C(F)(F)F)c3)sc2c1=O
[1] COC(=O)C[C@H]1C[C@@H]2c3cc(NS(=O)(=O)c4cccc(OC)c4)ccc3O[C@@H]2[C@@H](CO)O1

assay / entry,7,5,3,6,8,4,1
MT1-MMP act inh,6,2,3,1,-1,0,4
Neddylation inh,i,i,i,i,i,i,i
FAS TE block,-6,-3,-5,-2,7,0,-5
Rin1 Abl inh,-1,-1,0,2,-1,3,-1
MsrA act,-4,-1,-5,-4,-2,-2,-1
MLLE-PAM2 inh,-11,-16,2,10,-6,-25,6
SKN-1 inh,-6,2,-8,10,14,14,-5
CendR NRP1 mod,-16,-6,7,-1,14,-9,3
eLon inh,-9,6,1,-4,-4,8,2

# The listing continues.
[9] CCN1CCN(c2ccc(S(=O)(=O)N3CCOCC3)cc2NC(=O)/C=C/c2ccc(C)cc2)CC1
[10] Cc1cc(NC(=O)CCCC(=O)OCC(F)(F)C(F)F)cc(C)c1C(=O)O
[11] Cc1nc(C(=O)NCCO)cc2c1[nH]c1ccccc12
[12] O=C(NCCc1ccc(Cl)cc1)c1ccc(NC2=NC3CS(=O)(=O)CC3S2)cc1 (configuration not stated)
[13] O=C1NC(=O)/C(=C\c2ccccc2OCc2cccc([N+](=O)[O-])c2)N1
[14] CSCCC(NC(=O)c1ccco1)C(=O)OC(C)C(=O)NC(=O)NC1CCCCC1 (configuration not stated)
[15] COc1ccc(-c2cnc(C(O)c3ccc(-c4ccccc4)cc3)[nH]2)cc1 (configuration not stated)
[16] Cc1ccc(NC(=O)[C@H](C)NC(=O)C2CCN(C(=O)[C@@H](N)C(C)C)CC2)cc1

assay / entry,9,10,11,12,13,14,15,16
MT1-MMP act inh,1,2,3,0,-4,5,7,-2
Neddylation inh,i,i,i,i,i,i,i,i
FAS TE block,4,-2,-6,-7,13,-4,6,-6
Rin1 Abl inh,-4,1,1,7.4*,-5,1,0,0
MsrA act,-3,8.3*,-5,-5,-6,0,0,-8
MLLE-PAM2 inh,3,3,-20,-98,-1,-42,-15,-15
SKN-1 inh,8,22,-11,6,14,-2,3,-9
CendR NRP1 mod,0,3,-4,-4,1,3,-13,10
eLon inh,-9,0,-1,-12,-14,8,1,13

[17] CCN(CC)S(=O)(=O)c1ccc(OC)c(NC(=O)CSCc2c(C)noc2C)c1
[18] Cc1cc(NC(=O)CSc2nc(N)c(NC(=O)c3ccc(F)c(F)c3)c(=O)[nH]2)no1
[19] CC1=C(O)C(=O)C(c2c(C)cc(C)c(Br)c2C)=C(O)C1=O
[20] N#Cc1cc2ccccc2n2nnnc12
[21] O=C1c2ccccc2C(=O)c2c1oc(C(F)(F)F)c2C(=O)c1ccccc1
[22] O=C(Nc1nnc([C@@H]2C[C@H](O)[C@@H](CO)O2)s1)c1cccc(OC(F)(F)F)c1
[23] COC(=O)CSc1snnc1-c1ccc(Cl)cc1Cl
[24] CC1CCCN(S(=O)(=O)c2csc(C(N)=O)c2)C1 (configuration not stated)

assay / entry,17,18,19,20,21,22,23,24
MT1-MMP act inh,0,0,9,-2,-3,0,5,0
Neddylation inh,i,i,i,i,i,i,i,i
FAS TE block,-5,-5,68*,27,24,-4,7,-8
Rin1 Abl inh,3,-1,0,1,3,0,-5,5
MsrA act,-4,-3,-6,2,2,1,5,-2
MLLE-PAM2 inh,5,24,1,-15,8,4,-1,16
SKN-1 inh,-9,7,-4,6,24,2,-15,17
CendR NRP1 mod,15,23*,-12,5,2,-1,-37,2
eLon inh,-14,-8,2,4,-1,-13,-9,0

[25] COc1ccc(C(=O)NCC2CCCN2S(=O)(=O)c2cccs2)cc1 (configuration not stated)
[26] Cc1cccc(NC(=S)N/N=C/c2cccn2Cc2ccc(F)cc2)c1
[27] CC(=O)[C@@]1(O)CC[C@H]2[C@@H]3CCC4=CC(=O)CC[C@]4(C)[C@H]3CC[C@@]21C
[28] CCNC(=O)Nc1ccc(S(=O)(=O)Nc2cnc(C)nc2C)cc1
[29] Cn1c(=O)c2c(SCC(=O)NCc3ccco3)nc(-c3ccccc3Cl)nc2n(C)c1=O
[30] CCCCN(CC(=O)NC1CC1)S(=O)(=O)c1ccc(OCC)cc1
[31] CCN(CC)C(=O)NCc1c(C)cc(C)cc1C
[32] O=C(O)COc1ccccc1/C=N/n1c(C2CCCCC2)n[nH]c1=S

assay / entry,25,26,27,28,29,30,31,32
MT1-MMP act inh,-2,-7,3,-1,-7,-2,-2,4
Neddylation inh,i,+,i,i,i,i,i,i
FAS TE block,-4,26,-1,-3,-3,-5,-6,-6
Rin1 Abl inh,0,-5,0,3,-8,4,4,0
MsrA act,-3,-3,-6,-3,-4,-5,-5,-1
MLLE-PAM2 inh,-7,19,4,2,-2,0,4,-6
SKN-1 inh,3,0,-10,3,5,10,2,3
CendR NRP1 mod,0,7,6,8,-18,0,7,-4
eLon inh,-4,-13,-1,3,-14,-10,0,-1

[33] C[C@H]1CN([C@@H](C)CO)C(=O)c2cccc(NC(=O)Nc3ccc(C(F)(F)F)cc3)c2O[C@@H]1CN(C)Cc1ccc(Cl)c(Cl)c1
[34] COc1ccc(-c2cc(C(=O)Nc3ccc(NC(C)=O)cc3)[nH]n2)c(C)c1
[35] CCc1cccc(NC(=S)N(CCCN2CCOCC2)C(C)c2cc3cccc(OC)c3o2)c1 (configuration not stated)
[36] COc1ccc(S(=O)(=O)n2oc(=O)cc2-c2ccccc2)cc1OC
[37] CC1CCCCC1NC(=S)NC(=O)c1ccccc1Br (configuration not stated)
[38] CC(OC(=O)CCc1nc(=O)c2ccccc2n1C)C(=O)NCc1ccc2c(c1)OCO2 (configuration not stated)
[39] COc1ccc(CNC(=O)CC2Sc3ccccc3NC2=O)cc1 (configuration not stated)
[40] CCCCN1C(=N)N([C@@H](C)CN2CCC[C@H]2CN2C(N)=NC[C@H]2CC(C)C)C[C@H]1Cc1ccccc1

assay / entry,33,34,35,36,37,38,39,40
MT1-MMP act inh,4,1,1,-26,4,0,3,-5
Neddylation inh,i,i,i,i,i,i,i,i
FAS TE block,77*,-1,26,-2,16,-8,-4,-13
Rin1 Abl inh,2,-2,0,-2,1,-1,2,7
MsrA act,2,-5,-4,-3,-5,-12,-2,-6
MLLE-PAM2 inh,3,4,-94,-3,18,-5,1,-2
SKN-1 inh,-10,4,-1,0,11,-4,-2,-1
CendR NRP1 mod,16,-3,-6,0,-5,6,2,1
eLon inh,7,2,-5,5,-1,0,0,-6

[41] CCOC(=O)c1c(C)[nH]c(C)c1C(=O)COC(=O)c1ccc(S(=O)(=O)N(CC)CC)cc1
[42] COC(=O)c1cc(=O)n(-c2ccccc2)c(=Nc2ccccc2)s1
[43] CCOC(=O)c1ccc(NC(=O)C2(c3ccccc3)CCCC2)cc1
[44] COc1ccc(OC)c(C2=NNC(=NCc3ccc4c(c3)OCO4)SC2)c1
[45] CC(C)(C)OC(=O)N1CCC(C(=O)NNC(=O)c2ccc(Cl)cc2Cl)CC1
[46] Cn1cccc1-c1nc2ccc(NC(=O)c3ccccc3)cc2[nH]1
[47] O=C(O)c1ccccc1C(=O)Nc1ccc(Br)c2cccnc12
[48] COC(=O)c1c(S(=O)(=O)NCc2ccccc2)sc(C(=O)O)c1C

assay / entry,41,42,43,44,45,46,47,48
MT1-MMP act inh,7,5,-7,-3,-1,5,6,4
Neddylation inh,i,i,i,i,i,i,i,i
FAS TE block,14,-5,22,20,-7,-2,-1,-7
Rin1 Abl inh,2,-1,3,1,3,-5,-1,-2
MsrA act,-4,-11,0,-1,-2,-1,-2,-6
MLLE-PAM2 inh,-11,7,-5,-29,0,-15,-17,-1
SKN-1 inh,-23,-4,0,-1,4,16,5,10
CendR NRP1 mod,-8,-10,-14,3,3,-7,-8,5
eLon inh,0,1,-1,-5,-2,-6,11,-1

[49] CC(=O)c1ccc(NS(=O)(=O)c2c(C)cc(C)cc2C)cc1
[50] N=c1n(Cc2ccccc2)c2ccccc2n1CC(O)COc1ccc(Cl)cc1Cl (configuration not stated)
[51] CCC[C@@H](CN1CCC[C@H]1CN1C(N)=NC[C@H]1C(C)C)N1C[C@@H]([C@H](C)CC)N(CCCC2CCCC2)C1=N
[52] O=C(COC(=O)c1ccc(-n2cnnn2)cc1)Nc1cc(Cl)ccc1F
[53] Cc1ccc2oc(=O)cc(CN3CCCCC3)c2c1
[54] O=C(CSc1nnc2ccccn12)Nc1ccccc1C(=O)NC1CC1
[55] O=C(NCCCN1CCOCC1)c1ccc(S(=O)(=O)Nc2cccc(C(F)(F)F)c2)cc1
[56] O=C(O)c1nccnc1C(=O)Nc1ccc(S(=O)(=O)N2CCOCC2)cc1
[57] COC(=O)c1cnn(-c2nc(OC)cc(OC)n2)c1C

assay / entry,49,50,51,52,53,54,55,56,57
MT1-MMP act inh,-1,-29,4,2,1,1,2,0,1
Neddylation inh,i,i,i,i,i,i,i,i,i
FAS TE block,-2,-63,-17,-4,2,-7,-7,-7,-9
Rin1 Abl inh,-1,2,-5,0,1,1,0,2,-1
MsrA act,-10,-3,-5,-6,0,-3,-1,-2,-3
MLLE-PAM2 inh,0,-7,0,11,-3,-3,9,20,12
SKN-1 inh,1,18,5,-7,15,0,17,-6,0
CendR NRP1 mod,-3,18,7,-3,9,12,8,6,2
eLon inh,-2,0,-1,7,-2,13,2,9,8
